High-throughput results as filed in PubChem.
OXTR potentiate = potentiators of human oxytocin receptor; P30559; CHO-OTR cells, Fluo-8 calcium fluorescence, potentiator mode; 0% = oxytocin EC15, 100% = EC100; activation, % at 3 µM; 0.061% of 320,000 active;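 active = activation above that plate's cutoff, the mean activation of tested compounds plus 3 SD, cut at about 6.6% in these data, passing the limit was not always enough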;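 note: 100% uses oxytocin at 75 nM as the full agonist control; some results filed as inactive read as strong as hits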
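Assay system: CHO cell line stably expressing human OTR | Also added: Oxytocin at about EC15, sub-maximal agonist stimulus | Times: Compound 6 min at room temperature before oxytocin, 100 s read | Measured by: Fluo-8 intracellular calcium fluorescence, ex 470-495, em 515-575 nm | Controls: EC15 oxytocin alone as 0%, 75 nM oxytocin as 100%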
M1 ag parental = nonselective activator or artifact in parental CHO-K1 cells. Fluo-8 calcium fluorescence; scaled to maximal ATP response, vehicle zero. activation, % at 3 µM. 0.48% of 360,000 active. AID 602248; in the data active = activation above about 15%;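 note: untransfected CHO-K1 host cells lacking M1 receptor as counterscreen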
GPR7 antag = blocks human GPR7 receptor signaling | inhibition, % at 4.4 µM | GPR7-expressing cells, fluorescence antagonist assay | 1.1% of 290,000 active | P48145; in the data active = inhibition above about 16%, passing the limit was not always enough;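 note: cells stimulated with the agonist NPW; 0% = agonist with vehicle and 100% = vehicle without agonist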
Target sequence (P48145 whole entry, looked up): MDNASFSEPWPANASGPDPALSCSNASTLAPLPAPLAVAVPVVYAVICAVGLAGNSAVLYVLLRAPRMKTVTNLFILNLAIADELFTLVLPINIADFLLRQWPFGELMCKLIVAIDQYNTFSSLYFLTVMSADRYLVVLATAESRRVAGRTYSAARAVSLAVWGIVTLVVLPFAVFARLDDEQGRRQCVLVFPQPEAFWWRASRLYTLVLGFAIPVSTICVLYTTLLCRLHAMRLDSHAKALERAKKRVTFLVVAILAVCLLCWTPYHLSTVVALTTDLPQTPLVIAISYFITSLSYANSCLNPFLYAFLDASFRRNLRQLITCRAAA
V1aR counter = V1a receptor agonism, counter-screen for OXTR agonists; 0.25% of 320,000 active; activation, % at 3 µM; CHO-V1R cells, Fluo-8 calcium fluorescence, agonist mode; 0% DMSO, 100% 3 nM vasopressin; P37288;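 active = activation above the mean activation of all tested compounds plus 3 SD, per screening run, cut at about 20% in these data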;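 note: signal is peak over basal fluorescence ratio across a 100 second FLIPR read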
Target sequence (P37288 whole entry, looked up): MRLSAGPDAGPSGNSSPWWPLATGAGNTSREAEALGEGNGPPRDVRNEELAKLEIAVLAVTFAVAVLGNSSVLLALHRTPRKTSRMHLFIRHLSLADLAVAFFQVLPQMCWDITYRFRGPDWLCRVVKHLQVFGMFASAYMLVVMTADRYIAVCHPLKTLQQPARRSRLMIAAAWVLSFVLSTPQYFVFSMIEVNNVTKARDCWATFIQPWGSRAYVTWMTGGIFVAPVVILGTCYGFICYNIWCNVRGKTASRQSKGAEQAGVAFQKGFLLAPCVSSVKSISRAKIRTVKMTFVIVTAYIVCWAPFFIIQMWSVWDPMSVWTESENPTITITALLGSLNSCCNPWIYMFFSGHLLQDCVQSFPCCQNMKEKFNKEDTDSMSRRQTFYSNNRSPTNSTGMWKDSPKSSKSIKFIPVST
CHO parental Ca = counter-screen for OX1R antagonists: effect in parental CHO cells; AID 463079; parental CHO-K1, ATP-induced calcium, Fluo-8 fluorescence; inhibition, % at 5.6 µM; 0.63% of 330,000 active;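 active = inhibition above that plate's mean sample inhibition plus 3 SD, cut at about 26% in these data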;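 note: 0% = ATP-challenged DMSO wells and 100% = DMSO wells without ATP; some compounds past the cut are filed as inactive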
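Assay system – parental CHO cells · Reagent – ATP stimulus · Detection – intracellular calcium via Fluo-8 no-wash fluorescent dye · Evaluation – percent inhibition of ATP-evoked calcium rise, normalized to controls · Controls – ATP wells versus no-ATP DMSO wells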
OXTR ag = activates the human oxytocin receptor. CHO-OTR cells, Fluo-8 calcium fluorescence; normalized: DMSO 0%, oxytocin 100%. activation, % at 3 µM. 0.32% of 320,000 active. AID 2435;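 active = activation above the mean of all tested compounds plus 3 SD, cutoff set per screening run, cut at about 20% in these data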;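 note: peak over basal fluorescence ratio from a 100 s FLIPR kinetic read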
M1 PAM parental = counter-screen for M1 PAMs: effect in parental CHO-K1 cells; 0.02% of 360,000 active; activation, % at 3 µM; ATP EC20, Fluo-8 calcium fluorescence; 0% at ATP EC20, 100% at ATP max;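 active = activation above the run cutoff, the mean activation of all test compounds plus 3 SD, cut at about 40% in these data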;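 note: peak over basal fluorescence ratio in a 140 s read after ATP addition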
CHO-K1 Ca antag = counter-screen for M1 antagonists: effect in parental CHO-K1 cells; ATP-induced calcium, Fluo-8 fluorescence; inhibition, % at 3 µM; 0.6% of 360,000 active; AID 602250;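 active = inhibition above a per-plate cutoff, the plate's mean sample inhibition plus 3 SD, cut at about 24% in these data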;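 note: 0% = DMSO plus EC80 ATP and 100% = DMSO alone without ATP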
TAAR1 antag = antagonists of human TAAR1. 1.5% of 360,000 active. inhibition, % at 3 µM. AID 624466. CHO RD-HGA16 TAAR1, Fluo-8 calcium fluorescence, antagonist. Q96RJ0;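 active = inhibition above a per-plate cutoff, the mean inhibition of test compounds on that plate plus 3 SD, cut at about 49% in these data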;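 note: 0% = DMSO plus EC80 beta-PEA response and 100% = DMSO alone without agonist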
Target sequence (Q96RJ0 whole entry, looked up): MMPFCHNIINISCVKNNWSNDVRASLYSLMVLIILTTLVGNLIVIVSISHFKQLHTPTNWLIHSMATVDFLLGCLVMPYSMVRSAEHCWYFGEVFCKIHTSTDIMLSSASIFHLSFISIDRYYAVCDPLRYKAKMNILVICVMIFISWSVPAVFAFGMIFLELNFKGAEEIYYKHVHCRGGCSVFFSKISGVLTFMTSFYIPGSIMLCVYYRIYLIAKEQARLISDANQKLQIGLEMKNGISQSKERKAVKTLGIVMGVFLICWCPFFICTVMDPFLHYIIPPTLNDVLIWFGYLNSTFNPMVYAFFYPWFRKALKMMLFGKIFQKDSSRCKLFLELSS
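test system = CHO RD-HGA16 cells bearing hTAAR1 | replication = singlicate | controls = DMSO-only wells and EC80 β-PEA-stimulated wells | reagent = EC80 β-phenethylamine stimulus | read-out basis = percent inhibition of PEA-evoked calcium signal, max/basal emission ratio | schedule = seeding 17-24 h prior, 75-min 37 °C, 30-min RT dye loading | signal = kinetic Fluo-8 calcium fluorescence measurement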
* hit, by the source's call; nt = no result given.

SMILES	OXTR potentiate	M1 ag parental	GPR7 antag	V1aR counter	CHO parental Ca	OXTR ag	M1 PAM parental	CHO-K1 Ca antag	TAAR1 antag
Cc1cc(C)c2c(CC(=O)NC3CCS(=O)(=O)C3)coc2c1 (stereo unspecified)	-5.2	0.9	-7.9	0.1	-9.7	0.1	6.3	-5.0	-15.3
Cc1cc(-c2nnc(SCc3cccnc3)o2)no1	-6.3	0.1	-7.7	0.6	-6.4	0.1	2.7	-23.5	10.3
Cc1ccc(C(=O)NCCN(C)C)c(C)c1	-10.4	0.0	-6.1	0.8	-0.9	-0.5	14.2	-1.3	-1.0
CN(C)C(CNC(=O)c1ccccc1OCc1ccc(Cl)cc1)c1ccco1 (stereo unspecified)	-17.8	0.6	nt	-1.4	-52.0	-2.1	20.3	-17.4	-5.1
CSc1nncc(/C(C)=N/O)n1	-10.6	0.0	0.5	0.1	-9.2	-0.5	-0.6	2.4	2.3
Cc1cccc(NC(=O)c2cc(S(=O)(=O)c3ccccc3)ccc2Cl)c1	-10.5	0.3	10.6	0.9	-18.3	-1.3	1.4	4.7	20.9
CCC1CCCCN1CCCNC(=O)c1c(O)nc2ccccn2c1=O (stereo unspecified)	-7.3	3.5	-23.2	0.0	-11.8	-0.5	5.3	-5.2	-0.3
COC(=O)c1ccc(CNc2ccc(C(C)=O)cc2)cc1	nt	2.7	nt	nt	nt	nt	-1.0	11.1	-7.8
COc1ccc(-c2nc3ccccn3c2NC2CCCCC2)cc1SC1CCCCC1	-2.7	-0.1	nt	-0.2	-15.6	-2.2	3.2	-4.9	24.3
O=C(NC1CCC1)C1CCC(=O)N(Cc2ccccc2F)C1 (stereo unspecified)	-9.0	0.6	11.7	1.3	-4.8	2.5	13.0	-13.1	-9.5
NC(=O)CN1C(=O)NC2(CCOc3ccccc32)C1=O (stereo unspecified)	-12.5	-0.9	-1.3	1.0	3.9	1.3	-0.2	-10.8	9.8
Cc1ccc(NC(=O)CSc2nnc(Cn3cnc4ccccc43)o2)c(C)c1	-10.8	0.9	0.6	-0.3	-8.3	0.1	22.8	-4.8	2.5
Cc1ccc(C)c(NC(=O)CN(C)S(=O)(=O)c2cccc3cccnc23)c1	-12.4	2.7	-21.1	-0.5	-16.7	-1.5	15.1	-10.9	5.0
CCN(CC)S(=O)(=O)c1ccc(C(=O)NC(C)(C)C)cc1	-4.3	-0.3	5.5	1.4	-8.4	-0.5	-4.2	3.7	13.8
COCCNc1nc(SCc2ccccc2)nc2sc3c(c12)CCC3	-15.3	0.4	1.2	-0.7	-11.8	-2.1	19.7	-6.2	12.3
C[C@@H]1CN([C@@H](C)CO)C(=O)c2cc(NS(C)(=O)=O)ccc2O[C@@H]1CN(C)S(=O)(=O)c1ccccc1	-0.3	0.0	nt	0.6	-5.2	-1.3	-1.9	-8.2	13.2
Cc1ccc(/C=C2\SC(=S)N(c3c(C)n(C)n(-c4ccccc4)c3=O)C2=O)cc1	-1.4	4.3	-14.0	0.9	-19.2	0.9	9.5	-15.0	-23.6
COc1ccc(C(=O)NNC(=O)C(=O)NC2CCCCC2)cc1	9.1	-0.6	-26.1	-0.8	-8.6	-0.6	25.4	-17.8	-6.7
CC(=O)Nc1ccc(Nc2cc(C)nc3c(-c4ccccc4)cnn23)cc1	-9.0	3.5	-2.7	9.0	-3.5	14.9	-5.3	18.3	49.1*
COc1ccc(-n2ncc(C(C)NS(=O)(=O)c3cc(F)ccc3C)c2C)cc1 (stereo unspecified)	nt	1.0	-15.7	nt	nt	nt	2.8	-3.1	-21.8

Next part, overlapping the part above by five compounds.
SMILES	OXTR potentiate	M1 ag parental	GPR7 antag	V1aR counter	CHO parental Ca	OXTR ag	M1 PAM parental	CHO-K1 Ca antag	TAAR1 antag
C[C@@H]1CN([C@@H](C)CO)C(=O)c2cc(NS(C)(=O)=O)ccc2O[C@@H]1CN(C)S(=O)(=O)c1ccccc1	-0.3	0.0	nt	0.6	-5.2	-1.3	-1.9	-8.2	13.2
Cc1ccc(/C=C2\SC(=S)N(c3c(C)n(C)n(-c4ccccc4)c3=O)C2=O)cc1	-1.4	4.3	-14.0	0.9	-19.2	0.9	9.5	-15.0	-23.6
COc1ccc(C(=O)NNC(=O)C(=O)NC2CCCCC2)cc1	9.1	-0.6	-26.1	-0.8	-8.6	-0.6	25.4	-17.8	-6.7
CC(=O)Nc1ccc(Nc2cc(C)nc3c(-c4ccccc4)cnn23)cc1	-9.0	3.5	-2.7	9.0	-3.5	14.9	-5.3	18.3	49.1*
COc1ccc(-n2ncc(C(C)NS(=O)(=O)c3cc(F)ccc3C)c2C)cc1 (stereo unspecified)	nt	1.0	-15.7	nt	nt	nt	2.8	-3.1	-21.8
O=c1cc(-c2ccccc2)[nH]n1-c1ccc([N+](=O)[O-])cc1	-7.1	1.6	4.0	0.6	-1.5	1.2	14.5	-9.1	nt
O=C(Cc1ccccc1F)NCC(c1ccco1)N1CCCCC1 (stereo unspecified)	-4.9	0.6	-12.1	1.0	-22.7	-0.8	22.5	-8.4	3.8
Cc1ccnc(NC(=O)CCC(=O)N(CC(=O)NCCc2ccccc2)Cc2cccs2)c1	5.6	1.4	-6.5	-0.9	-11.7	-0.1	7.3	-14.0	12.9
Cc1ccc(S(=O)(=O)Cc2ccc(C(=O)N3CCN(c4ccccn4)CC3)o2)cc1	0.1	3.8	-5.5	1.0	-5.9	-0.7	13.6	4.3	5.4
COCC(=O)Nc1cc(C)c2c(=O)oc3ccccc3c2n1	-6.0	0.1	-14.3	0.1	-4.0	-1.2	9.8	-0.9	-30.8
C=CC[C@H](CC(=O)N(CCO)Cc1ccccc1)C(=O)NCCOC(=O)[C@@H](CC=C)Cc1ccc(F)cc1	-8.8	4.4	nt	3.9	-12.0	3.6	-10.7	-5.2	16.8
O=S(=O)(c1cc(F)ccc1F)N1CCN2CCCC2C1 (stereo unspecified)	-13.6	0.1	-6.7	-0.6	-3.5	0.9	1.6	-9.0	0.6
CC1(C)CC(=O)CC(=Nc2ccc(C(=O)O)cc2)C1	-14.0	1.0	-14.4	-0.3	-1.4	0.6	23.0	-4.9	-10.4
C[C@H](CO)NC(=O)c1[nH]cnc1C(=O)Nc1ccc(CNC(=O)OC(C)(C)C)cc1	nt	0.8	nt	nt	nt	nt	18.9	-7.0	-6.4
NS(=O)(=O)c1ccc(NC(=O)COC(=O)c2cn(-c3ccccc3)nc2-c2ccccc2)cc1	-4.1	0.9	-11.6	1.4	-8.3	4.0	22.8	-13.8	11.0
COc1cccc2cc(C(=O)Nc3ccccc3C)/c(=N/NS(=O)(=O)c3ccccc3)oc12	-6.1	1.1	-6.8	0.6	3.5	0.3	1.5	-8.9	-24.7
CCc1nnc(NC(=O)c2cc(S(=O)(=O)N3CCCCC3)ccc2C)s1	-4.2	1.5	nt	0.9	-11.4	1.0	-12.3	4.1	-6.4
COCc1cc(C)nc(NC2CCCCC2)c1C#N	3.5	-0.3	-9.9	-1.4	-6.7	-1.6	16.5	-10.2	-5.6
CC(=O)Nc1cc(-c2cccc(C(=O)NCCO)c2)cn2c(-c3ccc(F)cc3)cnc12	nt	2.8	nt	nt	nt	nt	0.4	-2.5	29.2
CCCc1ccc2ccc3ccccc3c2n1	nt	-0.1	nt	nt	nt	nt	4.3	12.1	-25.6
CCOc1ccc(NC(=O)c2nn(C)c(C(=O)Nc3ccc(OCC)cc3)c2[N+](=O)[O-])cc1	-0.4	2.7	-20.1	1.4	-9.1	2.1	19.1	-2.3	-16.7
Cc1noc(C)c1C(=O)NCCc1ccc(S(N)(=O)=O)cc1	-4.2	-0.6	13.9	-0.1	-1.0	0.5	-17.2	9.9	0.6
O=[N+]([O-])c1cccc(-c2csc(CS(=O)(=O)Cc3ccco3)n2)c1	3.3	1.2	0.8	-0.1	5.4	-0.3	-13.6	1.7	-23.4
COc1ccc(/C=C/c2nnc(NC(=O)COc3ccc(C)cc3)s2)cc1	-4.5	1.3	2.3	4.4	-15.6	0.7	12.5	-7.1	-11.7
COc1ccc(N2CCN(C(=O)COC(=O)CNC(=O)c3ccccc3)CC2)cc1	0.0	1.0	4.5	-0.1	-1.0	-0.6	0.9	-1.6	-23.5
CCOC(=O)N1CCN(C(=O)c2cccc(N3C(=O)NC4CC3(C)Oc3ccccc34)c2)CC1 (stereo unspecified)	1.1	0.6	-4.3	0.2	-13.3	0.6	1.5	-5.4	-14.8
CCOc1cc(C)c(C(C)C)cc1S(=O)(=O)N1CC(C)OC(C)C1 (stereo unspecified)	-2.1	-0.7	-8.2	-1.2	-29.5	-2.6	8.6	-1.9	-29.4
CCC[C@@H](CN1CCC[C@H]1CN1C(N)=NC[C@H]1CC(C)C)N1C[C@@H]([C@H](C)CC)N(CCc2ccc(Cl)c(Cl)c2)C1=N	-5.8	-0.2	nt	0.6	-26.0	4.4	-10.3	4.8	3.9
CC(Nc1cc(N2CCN(S(=O)(=O)N(C)C)CC2)ccc1[N+](=O)[O-])c1ccccc1 (stereo unspecified)	-4.4	9.2	-3.1	-0.5	-8.9	-1.6	6.4	-8.1	-0.3
O=C(O)/C(=C\c1ccccc1Cl)c1ccc(S(=O)(=O)N2CCCCC2)s1	0.4	0.4	-0.1	-0.2	-6.5	-0.8	18.9	-0.5	-0.8
Cc1ccccc1NC1=CC(=O)CC(C)(C)C1	-3.6	-0.1	-4.6	1.0	-11.2	-0.4	-11.0	-11.2	5.0
Cc1ccc(C(c2nnnn2C2CCCC2)N2c3ccccc3CC2C)cc1 (stereo unspecified)	-7.9	-0.3	-6.4	-1.2	-3.1	-2.9	-1.4	1.6	3.6
O=c1ccn2c(n1)SC(c1ccccc1)C2 (stereo unspecified)	nt	0.5	nt	nt	nt	nt	11.7	-7.9	-13.0
O=C(COC(=O)c1cccc(N2C(=O)C3CC=CCC3C2=O)c1)c1ccccc1 (stereo unspecified)	-12.8	7.6	6.1	6.9	-15.4	5.2	8.8	-3.6	55.1*
COc1ccc(CN2C(=NC(=O)c3ccccc3)SC3CS(=O)(=O)CC32)cc1 (stereo unspecified)	-14.2	0.3	16.6	3.5	-2.6	3.3	-6.1	7.0	-17.8
O=C(C[n+]1cccc(CNC(=O)c2ccc(OC(F)F)cc2)c1)Nc1cc(C(F)(F)F)ccc1Cl	-1.6	0.9	-0.1	-0.2	3.2	-0.9	27.8	-14.4	-7.4
CCOC(=O)c1cc(-c2csc(COc3ccc(Cl)cc3)n2)on1	-0.7	1.2	7.9	0.5	-2.0	0.9	22.2	-9.8	-9.2
Cc1ccc(NC(=O)Cn2nnc(C(=O)Nc3ccc(F)c(Cl)c3)c2N)cc1	-7.0	-0.5	-2.4	0.3	-8.2	0.0	-24.8	12.6	-1.3
Cc1ccc(-c2csc(NC(=O)c3c(C)noc3C)n2)cc1	-8.2	-0.5	nt	2.5	-28.1	-3.0	-19.4	4.7	4.8
COC(=O)c1ccc(COc2ccc(Cl)cc2)o1	-7.8	0.1	9.5	-0.4	-3.8	-1.3	-10.6	10.3	1.8
